DAX1 inh-1 – DAX1 (NR0B1) inhibitors on StAR promoter, primary screen, cell-based, luminescence, SF-1 (NR5A1), full-length DAX-1; HEK293T StAR-luciferase reporter, SF-1/DAX-1 repression relief; inhibition, % at 6.8 µM; 370,000 compounds, 1.1% hits; AID 652010, 2013;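 active means inhibition above the mean over all tested compounds plus 3 SD, cut at about 3.6% in these data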;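 further: 0% = DAX-1 cells with DMSO and 100% = cells lacking DAX-1 with DMSO; higher inhibition means more luminescence from relief of DAX-1 repression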
hgDAF-12 ag – H. glycines DAF-12 receptor agonists, primary screen, cell-based, luminescence, HEK293, GAL4 fusion, UAS-luciferase. HEK293 GAL4-hgDAF12 UAS-luciferase reporter, agonist luminescence; normalized to butyrate control. activation, % at 6.8 µM. 370,000 compounds, 1.8% hits;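 active means activation above a cutoff set at the mean of all screened compounds plus 3 SD, cut at about 10% in these data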;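 further: 0% = DMSO wells and 100% = sodium butyrate wells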
DAX1 inh-2 – DAX1 (NR0B1) inhibitors, primary screen, cell-based, HEK293, Gal4-DAX1, luciferase luminescence; HEK293 Gal4-DAX1 luciferase reporter; inhibition, % at 6.75 µM; 340,000 compounds, 0.99% hits; Nuclear receptor subfamily 0 group B member 1 (Homo sapiens), P51843; AID 504766, 2011;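 active means inhibition above the mean over all tested compounds plus 3 SD, cut at about 4.2% in these data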;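 further: 0% = DAX1-transfected cells with DMSO and 100% = empty-vector control cells with DMSO; inhibition shows as a rise in luminescence from relieved DAX1 repression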
Target sequence (P51843 207-470 limits assumed): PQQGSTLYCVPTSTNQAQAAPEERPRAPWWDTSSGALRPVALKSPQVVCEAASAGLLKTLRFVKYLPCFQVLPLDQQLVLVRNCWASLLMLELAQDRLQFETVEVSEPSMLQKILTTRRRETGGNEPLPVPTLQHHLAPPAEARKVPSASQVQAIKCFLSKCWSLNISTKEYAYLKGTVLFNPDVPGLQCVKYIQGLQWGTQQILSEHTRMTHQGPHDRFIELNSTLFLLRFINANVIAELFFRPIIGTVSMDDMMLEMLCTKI
ssDAF-12 act – S. stercoralis DAF-12 nuclear receptor activators, primary screen, cell-based, luminescence, HEK293, GRIP1 co-expression, lit1-tk-luc; Nuclear hormone receptor DAF-12 (Strongyloides stercoralis); HEK293 ssDAF-12/GRIP1 lit1-tk-luc reporter; % of 3 µM dafachronic acid response; activation, % at 6.8 µM; 370,000 compounds, 1% hits; AID 652126, 2013;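 active means activation above the mean over all tested compounds plus 3 SD, cut at about 0.9% in these data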;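 further: 0% = DMSO-only wells and 100% = 3 µM delta7-dafachronic acid wells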
FXN GAA850 act – FXN promoter activators, primary screen, cell-based, luciferase luminescence, HEK293 lucGAA850; HEK293 lucGAA850 FXN promoter luciferase reporter, 24 h; percent of 10 µM SAHA response; AID 540364, 2011; activation, % at 6 µM; 360,000 compounds, 0.56% hits;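 active means activation above the average of all compounds screened plus 3 SD, cutoff fixed separately per campaign, cut at about 7.5% in these data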;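 further: 0% = DMSO wells and 100% = 10 µM SAHA wells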
PG9 binder – binders of HIV-1 gp120 antibody PG9, primary screen, biochemical, TR-FRET | AID 624416, 2012 | HIV-1 gp120 / PG9 antibody interaction | TR-FRET gp120-PG9 antibody binding | inhibition, % at 6.7 µM | 360,000 compounds, 0.43% hits; in the data active means inhibition above about 8.5%
hcDAF-12 act – H. contortus DAF-12 nuclear receptor activators, primary screen, cell-based, luminescence, HEK293, lit1-tk-luc reporter; 370,000 compounds, 1.4% hits; AID 652067, 2013; HEK293 hcDAF-12 lit1-tk-luc reporter; 0% DMSO, 100% Δ7-dafachronic acid; activation, % at 6.8 µM;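 active means activation above the mean of all tested compounds plus 3 SD, cut at about 5.5% in these data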;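 further: 100% = response to 3 µM Δ7-dafachronic acid high control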
SMARCA2 act – SMARCA2 (BRM) function activators, primary screen, cell-based, luminescence, high throughput; MG213 cells, MMTV-luciferase reporter, dexamethasone, overnight; activation, % at 9.1 µM; 370,000 compounds, 1% hits; in the data active means activation above about 7.8%;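 further: 0% = vehicle wells and 100% = reference activator wells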
ADAM10 inh – human ADAM10 inhibitors, primary screen, biochemical, QFRET, HTS; Disintegrin and metalloproteinase domain-containing protein 10 (Homo sapiens), O14672; recombinant ADAM10, EDANS/DABCYL FRET peptide cleavage, 3 h; inhibition, % at 7 µM; 370,000 compounds, 0.62% hits;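 active means inhibition above a per-campaign cutoff equal to the mean of compounds falling between control-based bounds plus 3 SD, cut at about 20% in these data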;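 further: 0% = DMSO wells while the 100% control is not disclosed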
ADAM17 inh – ADAM17 inhibitors, primary screen, biochemical, QFRET | recombinant ADAM17, EDANS/DABCYL FRET peptide cleavage | inhibition, % at 6.95 µM | 370,000 compounds, 0.83% hits | AID 720648, 2013;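 active means inhibition above the mean of compounds lying between control limits plus 3 SD, set per campaign, cut at about 8.5% in these data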;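 further: 0% = DMSO-only wells as the low control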
Target sequence (P78536 215-824 limits assumed): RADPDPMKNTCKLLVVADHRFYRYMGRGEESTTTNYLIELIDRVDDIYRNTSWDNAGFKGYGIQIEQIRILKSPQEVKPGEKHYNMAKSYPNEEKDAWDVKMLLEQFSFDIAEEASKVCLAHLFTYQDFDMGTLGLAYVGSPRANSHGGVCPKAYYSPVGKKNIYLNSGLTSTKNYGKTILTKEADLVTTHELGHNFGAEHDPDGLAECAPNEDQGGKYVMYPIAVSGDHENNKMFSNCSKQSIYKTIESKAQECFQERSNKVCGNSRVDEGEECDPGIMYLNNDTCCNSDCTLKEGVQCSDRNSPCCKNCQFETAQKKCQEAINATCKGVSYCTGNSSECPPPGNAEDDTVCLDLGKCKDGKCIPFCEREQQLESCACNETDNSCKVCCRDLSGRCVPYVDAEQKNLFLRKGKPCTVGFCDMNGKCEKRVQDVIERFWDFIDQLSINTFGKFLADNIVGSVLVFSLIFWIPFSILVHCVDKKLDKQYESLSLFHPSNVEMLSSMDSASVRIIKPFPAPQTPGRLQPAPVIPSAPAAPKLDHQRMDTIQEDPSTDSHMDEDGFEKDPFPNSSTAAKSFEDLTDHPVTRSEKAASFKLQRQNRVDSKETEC
NPR1 activator – GC-A stimulated cGMP production enhancers – HEK293 GC-A cells, cGMP TR-FRET, EC30 ANP, primary screen; Atrial natriuretic peptide receptor 1 (Homo sapiens), P16066; 0% at EC30 ANP, 100% saturating ANP; activation, % at 10 µM; 370,000 compounds, 0.14% hits; AID 1671463, 2021; in the data active means activation above about 40%
Active calls of the source: *; i = inactive; / = no result given; & = joins results of further samples; ! = not confirmed by another sample.

Results follow in this order: DAX1 inh-1	hgDAF-12 ag	DAX1 inh-2	ssDAF-12 act	FXN GAA850 act	PG9 binder	hcDAF-12 act	SMARCA2 act	ADAM10 inh	ADAM17 inh	NPR1 activator
#1 COc1cccc(/C=C2/SC(=S)N(CCCC(=O)Nc3ccc(O)cc3)C2=O)c1
    -2.5	-7.0	-0.4	-2.2	-14	-1.8	-4.8	-5	15	3	-1
#2 CC(C)C1NC(C(=O)O)Cc2c1[nH]c1ccccc21 (stereo not given)
    -0.5	-2.0	3.2	-1.5	-0.4	1.2	0.4	-4	i	-216	2
#3 CC1CCCC(C)N1CCNC(=O)C1CCN(S(=O)(=O)N2CCCCC2)CC1 (stereo not given)
    -0.5	-1.4	0.3	-1.5	-2.5	-0.7	-1.4	-2	-7	-3	10
#4 O=C(NCCCN1CCOCC1)C1CC(=O)N(C2CCCCC2)C1 (stereo not given)
    0.8	-0.3	2.0	-0.5	0.0	2.0	-1.1	-3	3	2	-1
#5 CCN(C(=O)CN1C(=O)S/C(=C\c2cccc(OC)c2)C1=O)C1CCS(=O)(=O)C1 (stereo not given)
    0.0	1.4	-0.4	-0.1	0.6	-2.1	-0.6	5	-2	-5	3
#6 CCCCc1nc(SCC(=O)Nc2cc(C)on2)n[nH]1
    0.0	0.5	-0.4	-1.1	0.2	0.0	-2.4	-1	-4	-7	0
#7 COc1ccc(NC(=O)C2Cc3c(-c4cccc(C(C)=O)c4)ccnc3O2)cc1OC (stereo not given)
    -6.3	-7.2	/	-1.4	-6.6	-1.6	-5.0	-10	-12	-6	4
#8 COc1ccc(OC)c(NC(=O)c2ccccc2NS(=O)(=O)c2cccc3cccnc23)c1
    -0.3	1.1	1.7	-1.2	-0.3	0.1	-2.4	-1	-4	-5	4
#9 COc1ccc2nc(Nc3ccccc3)sc2c1
    7.3*	26*	3.5	-0.2	6.4	-0.6	4.8	5	3	3	5
#10 O=C(CCc1ccccc1)Nc1cc(C(=O)O)cc(C(=O)O)c1
    0.5	-0.8	0.4	-1.4	-0.5	-0.7	-0.9	-7	-18	-5	3
#11 O=C(c1ccccc1)c1ccc2nc(N3CCCCC3)c3nncn3c2c1
    -1.6	-2.6	-0.2	-2.2	-2.5	1.4	-3.2	-3	-8	1	12
#12 O=C(CN1CCc2ccccc21)NCc1ccccc1Cl
    0.7	2.0	1.0	-0.4	2.3	-1.6	3.3	-1	0	2	3
#13 CCOc1ccc(CC(C(=O)NN)C(=O)NN)cc1CN(C)C
    0.3	0.7	0.3	-0.3	2.5	0.0	-0.8	-3	-1	-4	4
#14 Cc1ccc(C)c(OCC(=O)N(C)CC(=O)Nc2ccc(Cl)c(C(F)(F)F)c2)c1
    -0.9	-2.2	-0.5	-1.3	0.6	-0.7	-1.1	-6	23*	8.8*	-6
#15 CCOC(=O)C1=C(c2ccccc2)Nc2ncnn2C1c1ccc(O)cc1 (stereo not given)
    0.3	5.4	0.8	-1.4	0.8	-0.7	-1.1	1	1	-2	4
#16 CC1(C)Cc2c(sc3ncn4c(=S)[nH]nc4c23)CO1
    -0.6	0.1	0.2	-2.1	3.3	3.5	-1.3	-2	3	-4	-1
#17 C=CCNC(=O)c1c[nH]c2ccc(S(=O)(=O)N(C)c3ccc(OCC)cc3)cc2c1=O
    -0.2	-1.4	-0.2	-1.5	2.0	0.6	-0.5	-2	-3	0	2
#18 Nc1c(C(=O)c2ccc(Cl)cc2)sc2nsc(SCCN3CCOCC3)c12
    0.1	-1.1	0.3	-0.7	1.3	-2.3	0.8	4	1	-3	7
#19 CCCCn1c(=O)[nH]c(=O)c2c1nc(-c1ccc(-c3ccc(F)cc3)o1)n2C
    -0.1	2.0	/	-1.6	/	1.0	-1.1	-3	-237	-72	18
#20 CC(OC(=O)c1ccco1)C(=O)Nc1nc(-c2ccccc2)cs1 (stereo not given)
    2.7	5.8	1.6	-0.2	2.6	-2.2	3.4	-1	2	2	19
#21 Cc1ccc(C(=O)Oc2ccccc2N2C(=O)C3CCCCC3C2=O)cc1 (stereo not given)
    -0.2	0.6	0.1	-0.7	0.4	-1.3	0.8	-1	0	-2	0
#22 COc1ccc(OC)c(C(=O)CC2OC(=O)c3ccccc32)c1 (stereo not given)
    -1.6	-1.8	-0.2	-0.6	-2.6	0.0	-2.2	-1	-2	-2	-7
#23 COc1cc(CSc2nnnn2-c2ccc(C)cc2)cc(OC)c1OC
    -3.2	-6.4	-3.5	-3.2	-0.8	-0.2	-4.7	-8	6	-1	-2
#24 O=C(O)/C(=C\c1ccco1)NC(=O)c1cccc2ccccc12
    0.9	2.7	0.5	-0.9	0.4	-0.5	0.6	-1	-11	2	-5
#25 COc1ccc(S(=O)(=O)Nc2ccccc2OC)cc1NC(=O)c1cc2ccccc2oc1=O
    2.7	14*	2.5	0.9*	6.0	-0.9	7.7*	3	-14	2	1
#26 COc1cccc(CNC(=O)CC2Sc3ccccc3NC2=O)c1 (stereo not given)
    -0.1	-1.9	-0.5	-1.6	1.3	-2.9	-2.9	-3	-4	0	-2
#27 C[n+]1c2cc(N)ccc2cc2ccc(N)cc21
    -3.1&-3.7	13*!	-0.6&-1.8	0.1&0.9	20*	-8.0&-12	6.6*	5&0	-80&-83	-23&-28	-5&-21
#28 COc1ccc(-c2ccc(CN3C(C(C)C)C(=O)N(Cc4cn(CCC5OCCO5)nn4)CCS3(=O)=O)cc2)cc1OC (stereo not given)
    -0.3	-0.6	0.5	-1.2	-0.1	-2.2	-2.2	-5	3	4	6
#29 CC1(C(=O)N2CCC(CC3CC(c4ccc(Cl)cc4)=NO3)(C(=O)NCC3CCCCC3)CC2)CC1 (stereo not given)
    -0.7	1.9	-0.6	-1.2	-0.6	0.5	-2.2	-1	0	-2	3
#30 c1ccc(-c2nc3ccccc3s2)nc1
    3.2&1.4	13*	4.3*	0.6&0.1	3.2&4.5	1.5&-1.8	3.1&4.8	1&5	-14&-7	0&-2	-1&1

Only DAX1 inh-2 and PG9 binder, for two of the compounds above:
cpd	SMILES	DAX1 inh-2	PG9 binder
29	CC1(C(=O)N2CCC(CC3CC(c4ccc(Cl)cc4)=NO3)(C(=O)NCC3CCCCC3)CC2)CC1 (stereo not given)	-0.6	0.5
30	c1ccc(-c2nc3ccccc3s2)nc1	4.3*	1.5&-1.8

More results:
Results follow in this order: DAX1 inh-1	hgDAF-12 ag	DAX1 inh-2	ssDAF-12 act	FXN GAA850 act	PG9 binder	hcDAF-12 act	SMARCA2 act	ADAM10 inh	ADAM17 inh	NPR1 activator
#31 O=C(Nc1ccc(F)cc1)C(CCc1ccccc1)N1CCN(C(=O)c2ccco2)CC1 (stereo not given)
    0.1	-0.1	/	-1.5	/	0.9	-1.4	8.7*	-1	-2	-2
#32 Cc1ccc(NC(=O)c2c(C)nn(-c3ccccc3)c2Cl)c(C)c1
    0.4	3.4	0.4	-1.2	-0.4	-0.4	-0.6	1	-4	-3	4
#33 Cc1cccc(C)c1NC(=O)C(c1ccccc1OC(F)(F)F)N1CCN(c2ccc(F)cc2)CC1 (stereo not given)
    0.1	-1.4	/	-0.3	/	0.5	2.7	0	9	3	-1
#34 CC(=O)c1ccc(NC(=O)C2CCCN2S(=O)(=O)c2cccs2)cc1 (stereo not given)
    -1.9	0.3	0.6	-1.0	0.7	0.5	0.0	-2	-12	0	-1
#35 O=C(Nc1ccncc1)C1CCC(CNS(=O)(=O)c2cccc3nsnc23)CC1 (stereo not given)
    0.2	-2.4	-2.5	-1.1	-1.4	2.2	1.4	-6	4	1	-1
#36 COCCCNC(=O)Cn1cc(/C=C(\C#N)C(=O)NC2CCCC2)c2ccccc21
    -0.2	0.2	0.9	-1.7	0.8	-0.9	-0.9	-1	-8	-5	1
#37 O=C(CCc1nnc(-c2ccc3c(c2)OCO3)o1)N(Cc1ccncc1)CC1CCCO1 (stereo not given)
    0.0	0.6	-1.0	-0.9	0.2	-0.4	-0.1	0	2	-2	0
#38 Cc1cc(C)cc(C(=O)N2CCN(Cc3ccc4c(c3)OCO4)CC2)c1
    -0.4	-3.3	0.1	-1.7	2.6	-0.4	-2.6	-1	1	-2	-1
#39 CCOC(=O)C1=C(COC(=O)COc2ccc(Br)cc2)NC(=O)NC1C (stereo not given)
    -1.2	0.5	0.4	-1.0	1.5	1.1	-0.4	2	-2	-11	0
#40 CC(C)c1nc2oc3c(NCC4CCCO4)ncnc3c2c2c1COC(C)(C)C2 (stereo not given)
    0.7	-1.2	1.5	-1.0	-1.8	-1.5	-0.2	7	-22	-5	14
#41 CCSc1nc2ccccc2n1C(=O)/C=C\c1ccc(OC)c(OC)c1
    -1.2	-0.1	-0.1	-0.8	-15	0.5	0.1	3	-4	3	7
#42 Cn1cccc1Cc1nnc(SCC(=O)N2CCc3ccccc32)n1-c1ccc(F)cc1
    0.3	-3.5	-0.3	0.3	-2.0	-1.9	-2.6	0	-6	-3	-5
#43 CN(C)S(=O)(=O)c1ccc(NC(=O)CN2C(=O)NC3(CCCC3)C2=O)cc1
    -0.3	2.1	0.2	-1.0	0.4	0.9	1.3	1	-4	1	1

Compound activity (PubChem BioAssay)
